LDHA block = qHTS assay for inhibitors of human lactate dehydrogenase. L-lactate dehydrogenase A chain (Homo sapiens), P00338. purified LDHA, NADH/diaphorase-resazurin fluorescence; hits give low values. activity change, % (values are at about 110 or 230 µM). 480,000 compounds, 0.15% hits. AID 1347041, 2019; in the data active = activity change below about -30%; inconclusive = mostly about -25% to -30%;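 also: plate controls were DMSO wells for no effect and wells without enzyme for full effect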
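Resorufin fluorescence (ex540/em590), read at 0 and 20 min after diaphorase/resazurin addition, reports the NADH left after a 5 min room-temperature reaction of 2 nM human LDH5 with 0.06 mM NADH and 0.2 mM pyruvate.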
D1 ag = Allosteric Agonists of the Human D1 Dopamine Receptor: qHTS | 360,000 compounds, 1% hits | activation, % at 2 µM | AID 504660, 2011 | D(1A) dopamine receptor (Homo sapiens), P21728 | HEK293 T-REx D1 cells, calcium flux, agonist mode; in the data active = activation above about 30%; also: 0% is about no effect
Target sequence (P21728 whole entry, looked up): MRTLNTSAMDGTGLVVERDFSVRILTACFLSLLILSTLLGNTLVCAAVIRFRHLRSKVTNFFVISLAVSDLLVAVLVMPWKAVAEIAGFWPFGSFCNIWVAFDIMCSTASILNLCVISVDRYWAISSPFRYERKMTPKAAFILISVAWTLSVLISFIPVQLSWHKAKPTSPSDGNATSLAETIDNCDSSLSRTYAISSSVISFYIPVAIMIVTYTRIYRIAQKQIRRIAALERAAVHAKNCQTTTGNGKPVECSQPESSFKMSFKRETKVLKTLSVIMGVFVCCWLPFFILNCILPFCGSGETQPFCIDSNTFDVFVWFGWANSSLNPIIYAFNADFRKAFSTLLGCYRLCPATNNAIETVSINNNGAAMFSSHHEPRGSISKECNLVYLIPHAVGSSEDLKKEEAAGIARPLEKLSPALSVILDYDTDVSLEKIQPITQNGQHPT
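Agonism was scored from calcium flux recorded over 180 s (1 read/s) after pintool compound addition, following a 10-cycle baseline. Cells were inducible force-coupled HEK293 TREx D1, plated overnight at 30 C and loaded with no-wash calcium dye.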
D1 PAM = Potentiators of Human D1 Dopamine Receptor: qHTS; D(1A) dopamine receptor (Homo sapiens), P21728; HEK293 TREx D1 cells, calcium flux, dopamine EC20 potentiation; potentiation, % at 10 µM; 360,000 compounds, 0.036% hits; AID 504651, 2011; in the data active = potentiation above about 30%; also: 0% is about no effect
Vif-APOBEC3F blk = qHTS for Inhibitors of Vif-A3F Interactions: qHTS | HeLa A3F-eYFP + Vif (tagged APOBEC3F with the HIV-1 protein that degrades it), YFP fluorescence increase | Potency, µM (top dose mostly 46.1 µM), without a hit: top-dose activity, negative = active | 390,000 compounds, 0.2% hits | AID 602313, 2012; also: potency is read from the fitted curve at half-maximal effect; % of control where 0% means no effect; nearly all actives have a fitted effect of over 65% in size
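HeLa cells stably expressing A3F-eYFP plus Vif, plated and incubated overnight at 37 deg C, then exposed to compounds overnight at 37 deg C. Blocked degradation read as raised yellow fluorescence (Ex 488/Em 500-530).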
RXFP1 agonist = qHTS Assay for Agonists of the Relaxin Receptor RXFP1; Relaxin receptor 1 (Homo sapiens), Q9HBX9; HEK293T-RXFP1 cAMP TR-FRET, 30 min; response scale: percent of porcine relaxin response, buffer zero; Potency, µM (titrated, usually from 57.5 µM), inactives show at the highest dose activation, most hits filed as activators; 370,000 compounds, 0.3% hits; AID 2676, 2010; also: potency is read from the fitted curve at half-maximal effect; % is scaled to controls: 0 for no effect and ±100 for the full control effect; nearly all actives have a fitted effect of over 60% in size; many of its hits are not listed in these tables
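Agonist response is measured as cAMP accumulation in an RXFP1-transfected HEK293T line under PDE4 inhibition. Values are scaled between buffer-only and 29 nM porcine relaxin, and EC50s come from standard Hill equation fits.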
Vif-APOBEC3G blk = qHTS for Inhibitors of Vif-A3G Interactions: qHTS. Potency, µM (top dose mostly 46.1 µM), inactives show top-dose activity, negative = active, actives largely listed as inhibitors. 410,000 compounds, 0.076% hits. AID 602310, 2012. HeLa A3G-eYFP + Vif (tagged APOBEC3G with the HIV-1 protein that degrades it), YFP fluorescence, overnight;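 also: potency is read from the fitted curve at half-maximal effect; % is scaled to controls: 0 for no effect and ±100 for the full control effect; nearly all actives have a fitted effect of over 60% in size; hits raise eYFP signal because A3G escapes Vif-driven loss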
Target sequence (Q9HC16 whole entry, looked up): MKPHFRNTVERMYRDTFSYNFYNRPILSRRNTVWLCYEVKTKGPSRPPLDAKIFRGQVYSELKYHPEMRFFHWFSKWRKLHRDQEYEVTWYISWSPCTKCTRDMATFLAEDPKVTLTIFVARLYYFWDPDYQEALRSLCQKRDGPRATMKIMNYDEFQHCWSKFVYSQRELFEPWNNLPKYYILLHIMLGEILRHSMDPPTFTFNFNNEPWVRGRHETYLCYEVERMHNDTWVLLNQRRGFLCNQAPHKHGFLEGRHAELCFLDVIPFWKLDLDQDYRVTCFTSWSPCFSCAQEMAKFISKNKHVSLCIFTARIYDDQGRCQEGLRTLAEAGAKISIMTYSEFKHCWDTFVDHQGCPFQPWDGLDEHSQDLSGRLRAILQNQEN
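HeLa cells stably expressing Vif and C-terminally eYFP-tagged A3G, seeded overnight at 37 deg C, then exposed to compound by pintool overnight at 37 deg C. Rise in yellow fluorescence (Ex 488/Em 500-530, Acumen) marks blocked Vif-driven A3G degradation.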
D1 antag = Antagonist of Human D 1 Dopamine Receptor: qHTS; activity change, negative = inhibition, % at 10 µM; 360,000 compounds, 3.2% hits; D(1A) dopamine receptor (Homo sapiens), P21728; HEK293 TREx D1 cells, calcium flux, dopamine EC80; hits give low values; in the data active = activity change below about -30%; also: % is scaled to controls: 0 for no effect and ±100 for the full control effect
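Tetracycline-induced HEK293 Trex D1 cells, force-coupled to calcium, dye-loaded; compounds added and read 180 s, then EC80 dopamine added and calcium flux tracked kinetically another 180 s.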
D2 potentiator = HTS Assay for Positive Allosteric Modulators of the Human D2 Dopamine Receptor: Primary Screen for Potentiators; 340,000 compounds, 0.34% hits; D(2) dopamine receptor (Homo sapiens), P14416; AID 485347, 2010; potentiation, % at 10 µM; HEK293 T-REx D2, calcium flux, EC20 dopamine potentiation;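 active = potentiation over 3 SD above the plate norm, cut at about 30% in these data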; also: 0% is about no effect
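Potentiation of an EC20 dopamine calcium response measured kinetically over 180 s, after a preceding 180 s compound-only read flagging agonists. Cells: inducible Hek293 Trex D2 line, 4000/well, cultured overnight at 30 C before dye loading.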
Glioma ERSR ind = qHTS for Inducers of the Endoplasmic Reticulum Stress Response (ERSR) in Human Glioma: qHTS; Potency, µM, for inactives: at the highest dose activation, hits mostly activators; 420,000 compounds, 0.02% hits; U87-MG GRP78 promoter luciferase reporter, 16 h; also: potency is read from the fitted curve at half-maximal effect; series mostly up to about 76 µM; % of control where 0% means no effect; nearly all actives have a fitted effect of over 35% in size
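ERSR induction read as luciferase luminescence (Bright-Glo, 10 min at room temperature) in stably transfected human U87-MG glioma cells exposed to compounds for 16 h, using GRP78 as sensor.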
* hit, by the source's call; u = inconclusive; x = not tested or not shown. Unless noted, calls follow the shape of the dose curve; as a rule, active = well fitted curve in the direction sought with a large enough effect; inconclusive = small, poorly fitted or top-dose-only effect, or another doubt; inactive = no such curve, though single readings can be large; an effect the other way counts as inactive or inconclusive. Not all compounds are listed; rates above refer to the full screens.

(1) Cc1cccc(N2CCN(CC(=O)Nc3ccccc3[N+](=O)[O-])CC2)c1C
(2) COc1cc(OC)cc(C(=O)N[C@H](C(=O)Nc2ccc(S(=O)(=O)N(C)C)cc2)C(C)C)c1
(3) COc1ccc(S(=O)(=O)NCc2ccccc2)cc1Br
(4) S=C(Nc1ccc(Br)cc1)Nc1ccc2c(c1)OCCO2
(5) Cc1cccc2cc(CN(C(=S)NCC(C)C)C3CCCC3)c(=O)[nH]c12
(6) COc1ccc(CN2CCn3nc(C(=O)NC(C)C)cc3C2=O)cc1
(7) COc1ccc(NC(=O)c2cccnn2)cc1
(8) CC12CCC(=O)N1C(C(=O)Nc1nnc(SCc3ccccc3)s1)CS2 (centres undefined)

screen / no.,1,2,3,4,5,6,7,8
LDHA block,1,-7,x,-12,-10,-9,2,-1
D1 ag,3,2,0,8,4,-2,1,1
D1 PAM,-2,-1,-1,7,8,-5,0,-4
Vif-APOBEC3F blk,-8%,-1%,x,-19%,-1%,6%,2%,u
RXFP1 agonist,5.6%,-0.8%,0.0%,1.4%,0.4%,2.7%,0.0%,-1.5%
Vif-APOBEC3G blk,2%,-4%,x,0%,-3%,0%,0%,-7%
D1 antag,1,-7,-21,-3,0,x,6,7
D2 potentiator,-2,-34,-15,-10,4,0,-1,14
Glioma ERSR ind,-4%,-3%,x,6%,-3%,2%,3%,-9%

(9) C=CCc1ccccc1OCC(O)CN1CCN(c2ccccc2F)CC1 (centres undefined)
(10) COc1cccc(C(C#N)NCCCNC(C#N)c2cccc(OC)c2OC)c1OC (centres undefined)
(11) COc1ccc(CNC(=O)Nc2cccc(Cl)c2)cc1
(12) Fc1ccc(-c2nnc3ccc(N4CCc5ccccc5C4)nn23)cc1
(13) COc1ccccc1-c1nc(C#N)c(N2CCN(c3ccccc3)CC2)o1
(14) O=S(=O)(c1cccc(S(=O)(=O)N2CCCC2)c1)c1cccc(S(=O)(=O)N2CCCC2)c1
(15) Cc1ccc(OCCCCN2CCC(C)CC2)c(Br)c1
(16) O=C(CN(Cc1ccco1)Cc1ccco1)Nc1cc(S(=O)(=O)N2CCCCC2)ccc1Cl

screen / no.,9,10,11,12,13,14,15,16
LDHA block,-4,-9,-1,-1,3,-3,-14,0
D1 ag,7,x,6,2,-3,3,21,10
D1 PAM,-20,x,-15,-4,0,-2,-7,0
Vif-APOBEC3F blk,-25%,8%,-1%,4%,1%,-17%,1%,3%
RXFP1 agonist,2.3%,x,0.1%,3.8%,2.3%,-0.6%,0.1%,-0.4%
Vif-APOBEC3G blk,-1%,0%,-8%,-9%,2%,1%,1%,-1%
D1 antag,-61*,x,-24,-12,28,-2,-28,-19
D2 potentiator,-26,x,-5,21,9,23,-21,19
Glioma ERSR ind,-4%,-6%,13%,-5%,0%,-2%,-5%,-2%

(17) CCOc1ccc(C(=O)NCC(C)NC(=O)c2ccc(OCC)cc2)cc1 (centres undefined)
(18) Cc1nn(C)c(C)c1NC(=O)CN1CCC(O)(c2ccc3c(c2)OCO3)CC1
(19) COc1ccc(C2(c3ccc(OC)cc3)NC(=O)N(CC(=O)Nc3ccccc3C)C2=O)cc1
(20) COc1ccc(-n2nnc3c(=O)n(CC(=O)N4CCCC4)cnc32)cc1
(21) COc1ccc(OC)c(N(CC(=O)NCCSC2CCCCC2)S(=O)(=O)c2ccccc2)c1
(22) Cc1nn(-c2ccccc2)c2nc(N)c(C#N)c(-c3ccc(O)c(O)c3)c12
(23) O=S(=O)(Cc1ccccc1)N1CCCc2ccccc21
(24) O=C(NCc1ccccc1)c1cccc(COc2ccccc2Cl)c1

screen / no.,17,18,19,20,21,22,23,24
LDHA block,2,-7,-10,-1,-3,4,-3,-2
D1 ag,-5,2,0,3,8,1,-3,6
D1 PAM,-6,-3,-5,-2,-5,-4,4,-5
Vif-APOBEC3F blk,0%,4%,-2%,-8%,7%,1%,0%,0%
RXFP1 agonist,-2.0%,0.0%,1.7%,0.7%,-1.9%,-1.1%,-2.0%,-2.8%
Vif-APOBEC3G blk,1%,0%,3%,0%,0%,-7%,-4%,2%
D1 antag,32,4,17,23,-14,-8,-7,-5
D2 potentiator,17,-5,-6,0,4,-7,-5,-2
Glioma ERSR ind,-4%,-4%,-5%,0%,-2%,-5%,-3%,-13%

Compound profiles, from the list above. Order of values: LDHA block | D1 ag | D1 PAM | Vif-APOBEC3F blk | RXFP1 agonist | Vif-APOBEC3G blk | D1 antag | D2 potentiator | Glioma ERSR ind
Results for Cc1cccc2cc(CN(C(=S)NCC(C)C)C3CCCC3)c(=O)[nH]c12 = -10 | 4 | 8 | -1% | 0.4% | -3% | 0 | 4 | -3%
Results for S=C(Nc1ccc(Br)cc1)Nc1ccc2c(c1)OCCO2 = -12 | 8 | 7 | -19% | 1.4% | 0% | -3 | -10 | 6%
Results for O=C(NCc1ccccc1)c1cccc(COc2ccccc2Cl)c1 = -2 | 6 | -5 | 0% | -2.8% | 2% | -5 | -2 | -13%
Results for COc1ccc(CNC(=O)Nc2cccc(Cl)c2)cc1 = -1 | 6 | -15 | -1% | 0.1% | -8% | -24 | -5 | 13%

New compounds follow:
(25) NC(=O)[C@@H]1CCNc2c(I)cc([N+](=O)[O-])cc2C(=O)N[C@@H](CCC(=O)O)C(=O)N[C@@H](CO)C(=O)N1
(26) Nc1nc(Cl)cc(Sc2ccc(F)cc2)n1
(27) COc1ccccc1C1CC(c2ccc(Cl)cc2)Nc2ncnn21 (centres undefined)
(28) O=C(COc1ccccc1Cl)Nc1nc2c(s1)CCCC2
(29) CC1=CC(C2CC(=O)N(c3ccc(C)cc3)C2=O)CC2C(=O)N(c3ccc(C)cc3)C(=O)C12 (centres undefined)
(30) CCc1ccccc1NC(=O)Cn1c(=O)n(C(C)C)c(=O)c2oc3ccccc3c21
(31) Cc1nnc(NC(=O)Cn2cnc3c2c(=O)n(C)c(=O)n3C)s1
(32) Nc1nc(C(=O)N2CCOCC2)nn1S(=O)(=O)c1ccc(Cl)cc1

screen / no.,25,26,27,28,29,30,31,32
LDHA block,3,-2,-4,-12,-4,-13,-2,-3
D1 ag,1,1,2,-1,1,0,1,1
D1 PAM,0,2,-3,1,-4,-6,-3,-4
Vif-APOBEC3F blk,-4%,9%,-7%,-11%,6%,-27%,-12%,x
RXFP1 agonist,0.1%,0.9%,0.5%,-1.6%,0.3%,0.9%,12%,0.8%
Vif-APOBEC3G blk,-2%,3%,-2%,-10%,0%,4%,-6%,-1%
D1 antag,-15,-20,24,2,-16,3,-4,11
D2 potentiator,12,7,10,-11,0,2,-6,-9
Glioma ERSR ind,-3%,0%,-10%,-2%,-4%,-3%,1%,1%

Next part (2 carried over from the part before).
(31) Cc1nnc(NC(=O)Cn2cnc3c2c(=O)n(C)c(=O)n3C)s1
(32) Nc1nc(C(=O)N2CCOCC2)nn1S(=O)(=O)c1ccc(Cl)cc1
(33) CC(C)(CNc1ccc([N+](=O)[O-])cc1Cl)CNS(C)(=O)=O
(34) Cc1ccc(-c2nc(N3CCN(C)CC3)c3ccccc3n2)cc1
(35) O=C(CSc1nnnn1Cc1ccccc1)c1ccccc1
(36) CC(NC(=O)c1ccc(OC2CCN(S(=O)(=O)N(C)C)CC2)cc1)C1CC1 (centres undefined)
(37) Cc1ccc(S(=O)(=O)Nc2nc3ccc(N)cc3s2)cc1
(38) O=C(COC(=O)c1ccc(O)cc1O)Nc1ccc2ccccc2c1
(39) CC(=O)COC(=O)CCc1nc2ccccc2[nH]c1=O
(40) COc1ccc(NC(=O)Nc2cccc3c2O[C@H](CN(C)S(=O)(=O)c2c(C)noc2C)[C@@H](C)CN([C@H](C)CO)C3=O)cc1

screen / no.,31,32,33,34,35,36,37,38,39,40
LDHA block,-2,-3,-2,-7,-7,-4,5,-1,-2,5
D1 ag,1,1,4,1,3,2,-1,5,9,x
D1 PAM,-3,-4,-6,-2,-6,1,-4,-3,-2,x
Vif-APOBEC3F blk,-12%,x,0%,4%,-3%,0%,10%,-11%,3%,-3%
RXFP1 agonist,12%,0.8%,-0.1%,4.1%,3.6%,-0.9%,1.5%,-1.0%,-0.2%,x
Vif-APOBEC3G blk,-6%,-1%,-1%,3%,5%,4%,-4%,-11%,0%,-5%
D1 antag,-4,11,-3,-1,-19,9,5,-37*,9,x
D2 potentiator,-6,-9,1,13,0,-5,x,-7,15,x
Glioma ERSR ind,1%,1%,1%,1%,7%,5%,0%,21%,-2%,0%

(41) C=CCNC(=S)NC(CC(=O)OC)c1ccc2c(c1)OCO2 (centres undefined)
(42) NS(=O)(=O)c1ccc(CCNC(=O)CC(c2ccccc2)c2ccccc2)cc1
(43) COc1ccc(NC(=O)c2sc3nc(-c4ccc(OC)cc4)cc(C(F)(F)F)c3c2N)cc1
(44) CCOc1ccc(OCC(=O)Nc2ccc(OC)cc2[N+](=O)[O-])cc1
(45) O=C(c1ccc(NS(=O)(=O)c2ccc3c(c2)OCCO3)cc1)N1CCCCC1

screen / no.,41,42,43,44,45
LDHA block,1,-8,2,u,-8
D1 ag,2,0,11,2,11
D1 PAM,-4,-11,-1,6,-7
Vif-APOBEC3F blk,4%,13%,u,-7%,4%
RXFP1 agonist,2.6%,0.5%,0.7%,3.1%,1.9%
Vif-APOBEC3G blk,0%,1%,u,3%,3%
D1 antag,8,4,-9,14,-14
D2 potentiator,2,2,x,5,22
Glioma ERSR ind,-5%,-1%,-3%,1%,-7%

Assay outcomes (PubChem)
